EPAC2 antag – EPAC2 (human) antagonism. actives 0.18% (n = 360,000). Q8WZA2. EPAC2 GEF exchange of Rap1B-BODIPY-GDP, fluorescence. Potency, µM (doses to about 114 µM), inactives show at the top dose activity, negative = inhibition, most hits filed as inhibitors; note: potency is the fitted concentration of half-maximal effect; % is set by controls: 0 for no effect and ±100 for the full control effect; nearly all actives have a fitted effect of over 45% in size; many of its hits are not listed in these tables
PTHR1 agonist – activates the human parathyroid hormone receptor PTHR1. Q03431. HEK293 GP2 PTHR1 cells, GloSensor cAMP luminescence, 1 h. Potency, µM (top dose mostly 115 µM), for inactives: at the top dose activation, actives largely listed as activators. actives 0.075% (n = 410,000); note: potency is the fitted concentration of half-maximal effect; nearly all actives have a fitted effect of over 55% in size; some results filed as inactive show a strong effect at the top dose; inactives centre near -15; many of its hits are not listed in these tables
Target sequence (Q03431 whole entry, looked up): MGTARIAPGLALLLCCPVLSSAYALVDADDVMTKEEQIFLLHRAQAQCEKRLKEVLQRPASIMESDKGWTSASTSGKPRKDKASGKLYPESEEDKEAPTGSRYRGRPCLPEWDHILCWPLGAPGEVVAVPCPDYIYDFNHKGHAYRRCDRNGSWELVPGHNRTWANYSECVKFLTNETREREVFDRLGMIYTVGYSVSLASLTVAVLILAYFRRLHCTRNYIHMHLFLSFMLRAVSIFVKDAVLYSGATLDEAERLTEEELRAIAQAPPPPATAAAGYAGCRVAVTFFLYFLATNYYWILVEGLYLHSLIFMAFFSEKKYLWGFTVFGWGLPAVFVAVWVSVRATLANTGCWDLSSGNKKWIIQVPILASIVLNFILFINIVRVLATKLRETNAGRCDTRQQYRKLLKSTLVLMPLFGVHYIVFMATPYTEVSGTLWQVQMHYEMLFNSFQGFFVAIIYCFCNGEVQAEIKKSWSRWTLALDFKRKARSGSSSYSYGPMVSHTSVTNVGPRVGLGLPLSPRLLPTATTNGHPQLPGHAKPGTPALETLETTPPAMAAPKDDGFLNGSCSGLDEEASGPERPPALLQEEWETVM
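HEK-293-derived GP2 cells expressing PTHR1 and a GloSensor cAMP reporter, 3,000/well, plated overnight, given luciferin plus IBMX (each 0.5 mM as added) for 1 h at 37 °C, then compound for 1 h at 37 °C. Luminescence was read after 15 min at room temperature.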
EPAC2 agonist – agonists of human EPAC2 (RAPGEF4) | EPAC2 activation, biochemical qHTS; response scale: 100% = 6.5 mM cAMP response | actives 0.079% (n = 360,000) | Potency, µM (doses to about 154 µM), for the others: at the highest dose activation, hits mostly activators | AID 720711 | Q8WZA2; note: potency is the fitted concentration of half-maximal effect; nearly all actives have a fitted effect of over 50% in size
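In this primary screen, activation is scored as increased exchange of BODIPY-GDP from Rap1B by 100 nM EPAC2, with 50 uM GDP as competitor. Signal is normalized to the 6.5 mM cAMP agonist control.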
D3 antag – antagonists of human D3 dopamine receptor. P35462. D3R cells, DiscoveRx beta-arrestin luminescence, antagonist mode; active compounds read low. max response, negative = inhibition, %. actives 2.5% (n = 360,000); in the data active = max response below about -50%; inconclusive = no clear call, values can overlap the other calls; note: % is set by controls: 0 for no effect and ±100 for the full control effect; mostly tested at two doses, the higher about 12 µM
Target sequence (P35462 whole entry, looked up): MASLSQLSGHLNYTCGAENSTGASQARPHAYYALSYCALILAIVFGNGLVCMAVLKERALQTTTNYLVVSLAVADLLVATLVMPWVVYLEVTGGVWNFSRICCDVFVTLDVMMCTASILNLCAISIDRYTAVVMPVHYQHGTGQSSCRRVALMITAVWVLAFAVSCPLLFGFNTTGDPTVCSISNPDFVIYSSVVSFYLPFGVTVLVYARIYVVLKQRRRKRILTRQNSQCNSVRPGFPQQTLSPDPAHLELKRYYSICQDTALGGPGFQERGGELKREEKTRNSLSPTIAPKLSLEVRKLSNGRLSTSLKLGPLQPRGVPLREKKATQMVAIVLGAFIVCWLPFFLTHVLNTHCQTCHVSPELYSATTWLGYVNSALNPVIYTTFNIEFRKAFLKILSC
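Cells plated overnight at 1500 cells/well, then exposed to library compounds with dopamine controls for 90 minutes at 37 degrees C. DiscoveRx reagent added for 30–60 minutes at room temperature; luminescence read, quantitative HTS format.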
D3 ag – agonists of human D3 dopamine receptor; P35462; D3R DiscoveRx beta-arrestin cells, luminescence, 90 min; max activation, %; actives 0.58% (n = 410,000); AID 652048; in the data active = max activation above about 30%; note: 0% is about no effect; mostly tested at two doses, the higher about 12 µM
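Agonist-mode cell screen: cells plated at 1500/well and incubated overnight at 37 °C, then exposed to library compounds for 90 min at 37 °C. Detection reagent was added for 30–60 min at room temperature, and luminescence was read.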
MmCpn inh – inhibitors of Methanococcus maripaludis chaperonin (MmCpn); purified Mm-Cpn ATPase, ADP Transcreener TR-FRET; actives 0.031% (n = 330,000); AID 504842; Potency, µM (titrated, usually from 76.9 µM), inactives show at the top dose activity, negative = inhibition, actives largely listed as inhibitors; note: potency is the fitted concentration of half-maximal effect; % is set by controls: 0 for no effect and ±100 for the full control effect; nearly all actives have a fitted effect of over 80% in size
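Purified archaeal chaperonin (25 nM final) was preincubated with compound for 10 min at 37°C, then ATP (10 uM final) was added for 30 min at 37°C in Tris pH 7.4/KCl/MgCl2/DTT buffer. ADP was quantified by HTRF Transcreener TR-FRET.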
pAkt inh – inhibitors of Akt phosphorylation; actives 0.32% (n = 360,000); Neuro2A IGF-stimulated pAkt S473 HTRF, 20 min; active compounds read low; activity change, % for hits at 50 µM; AID 651550; in the data active = activity change below about -80%; inconclusive = mostly about -51% to -80%; note: % is set by controls: 0 for no effect and ±100 for the full control effect
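Single-point screen (50 µM final compound) in Neuro2A cells stimulated 20 min with 6 nM IGF at 37 deg C. After lysis, Ser473-phosphorylated Akt read by HTRF (ex 330 nm, em 615/665 nm) as the 665/615 ratio.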
CCT chaperon mod – changes cytosolic chaperonin activity; purified chaperonin ATPase assay, HTRF ADP detection, 30 min; activity change, % (concentration not given with the values), hits read low; actives 0.3% (n = 360,000); AID 651819; in the data active = activity change below about -30%; note: % is set by controls: 0 for no effect and ±100 for the full control effect
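TRiC (40 or 20 nM final, by batch activity) in 30 mM Tris pH 7.4, 100 mM KCl, 5 mM MgCl2, 1 mM DTT was treated with compound at 76 uM single dose, then 10 uM ATP, 30 min at 37 °C. ADP was read by HTRF Transcreener.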
* = called active by the depositor; i = inactive; ? = inconclusive; nt = not tested or not shown; [ ] = another dose, or the depositor's remark. Unless noted, calls come from the whole dose curve; as a rule, active = well fitted curve in the direction sought with a large enough effect; inconclusive = small, poorly fitted or top-dose-only effect, or another doubt; inactive = no such curve, though single readings can be large; an effect the other way counts as inactive or inconclusive. A portion of the library; the hit share may differ from the screen's.

Preview, two compounds:
The line under a structure holds: pAkt inh	EPAC2 antag	EPAC2 agonist	PTHR1 agonist	MmCpn inh	D3 ag	CCT chaperon mod	D3 antag
COC(=O)C1=C(C)N(CCCC(=O)O)C(=O)NC1c1ccc(Cl)cc1 (stereo not drawn)
→ i	38%[activator]	-4%	-6%	nt	-17	-0.6	-13
COc1ccc(-c2noc(-c3ccc(Cl)cc3[N+](=O)[O-])n2)cc1OC
→ i	-4%	14%	i	-1%	-4	0.7	24

The listing, from the start:
The line under a structure holds: pAkt inh	EPAC2 antag	EPAC2 agonist	PTHR1 agonist	MmCpn inh	D3 ag	CCT chaperon mod	D3 antag
COC(=O)C1=C(C)N(CCCC(=O)O)C(=O)NC1c1ccc(Cl)cc1 (stereo not drawn)
→ i	38%[activator]	-4%	-6%	nt	-17	-0.6	-13
COc1ccc(-c2noc(-c3ccc(Cl)cc3[N+](=O)[O-])n2)cc1OC
→ i	-4%	14%	i	-1%	-4	0.7	24
Cc1c(C(=O)N2CCCC2)sc(NC(=O)c2ccc(Cl)cc2)c1C#N
→ i	5%	0%	-7%[57.5 µM]	1%	-4	-1.8	-55*
COC(=O)C1CCC(C)(C(=O)Nc2ccccc2)C1(C)C (stereo not drawn)
→ i	-4%	0%	-24%	-2%	1	-1.0	-4
O=C(NN1C(=O)/C(=C/c2ccc(O)cc2)SC1=S)c1ccccc1O
→ i	-18%	23%	-13%	-1%	-3	-1.2	-6
Cc1cccc(C(=O)NC2CC3CCCC(C2)N3C(=O)NC2CCCCC2)c1 (stereo not drawn)
→ i	-2%	2%	-7%	1%	-4	0.2	-29
COc1ccc(S(=O)(=O)NC(=O)C2(C)CCN2C(=O)Cc2cc(C)cc(C)c2)cc1OC (stereo not drawn)
→ i	4%	0%	-13%	nt	6	-0.8	16
CC(=O)Nc1cc(-c2ccc(CO)cc2)cn2c(-c3cccc(C(F)(F)F)c3)cnc12
→ i	8%	4%	-1%	nt	-5	0.4	-5
COc1ccc(N2CCN(C(=O)COC(=O)CNC(=O)c3ccc(C)cc3)CC2)cc1
→ i	-2%	-3%	-21%	3%	1	-0.5	19
Cc1c(Cl)cccc1NC(=O)Nc1cc(C(C)(C)C)nn1C
→ i	-14%	3%	-11%	1%	-13	-1.2	0
O=C(CCNC(=O)c1ccccc1Cl)Nc1nccs1
→ i	0%	4%	i	-3%	5	-3.7	6
O=C(C1=NN[C@@H]2C(=O)N(c3cccc(C(F)(F)F)c3)C(=O)[C@H]12)c1ccc2ccccc2n1
→ i	-2%	-9%	i	-3%	1	0.6	11
Cc1nc(C)c(-c2nnc(-c3ccccc3Cl)o2)cc1C(=O)NN
→ i	-3%	5%	-7%	1%	10	1.7	-1
C=CCNc1nc(N2CCCCC2)c(C#N)c2c1CN(Cc1ccccc1)CC2
→ i	-2%	2%	-60%[inhibitor][57.5 µM]	1%	-14	-4.4	-6
CCN(CC)S(=O)(=O)c1ccc(N2CCN(C)CC2)c(NC(=O)Nc2ccccc2F)c1
→ i	-11%	-17%	0%	0%	-3	-0.7	6
Cc1cc(C(C)(C)C)ccc1OCCN(C)C
→ i	-9%	11%	i	-1%	-6	-3.9	11
CC1(C)C(=O)C2(CCCC2)C(=O)OC1c1ccco1 (stereo not drawn)
→ i	5%	11%	-2%	0%	0	-1.6	?
COC(=O)[C@@]1(Cc2ccc(OC)cc2)[C@H]2c3cc(C(=O)N4CCCC4)n(Cc4cc(C)n(C)n4)c3C[C@H]2CN1C(=O)c1ccccc1
→ i	-8%	7%	i	nt	3	1.3	6
O=C(O)c1cccc(NC(=O)c2cn(-c3ccccc3)nc2-c2cccc(Br)c2)c1
→ i	-2%	-3%	-24%	0%	9	0.2	5
NS(=O)(=O)c1ccc(NC(=O)NC2CCCCC2)cc1
→ i	7%	1%	-10%	0%	5	0.8	59
COc1ccc(N2CCN(C(=O)CCS(=O)(=O)c3ccc4c(c3)CCN4C(=O)C3CC3)CC2)cc1
→ i	-4%	6%	-66%[inhibitor]	1%	-10	-1.4	1
Cc1ccc2ccc(C(Nc3ccccc3)c3ccc(Cl)cc3)c(O)c2n1 (stereo not drawn)
→ i	0%	8%	i	nt	-23	nt	-29
Cc1ccc(S(=O)(=O)Nc2cccc(CP(=O)(c3ccccc3)c3ccccc3)c2)cc1
→ i	?	10%	-3%	0%	2	0.8	-10
CC1(C)S[C@@H]2[C@H](NC(=O)COc3ccccc3)C(=O)N2C1C(=O)OCc1ccccc1 (stereo partly drawn)
→ i	-8%	15%	-23%	nt	-4	-0.9	-6
CC(=O)c1ccc(OCc2c(-c3ccccc3)nnn2CC(=O)NS(=O)(=O)c2ccc(C)cc2)cc1
→ i	-21%	6%	i	nt	-3	0.1	5
O=C(Nc1ccc(Cl)cc1)c1ccc2sc([C@@H]3O[C@H](CO)[C@H](O)[C@H](O)[C@H]3O)nc2c1
→ i	-6%	6%	-19%	nt	-6	1.8	9
C=CCOC(=O)C1=C(C)Nc2nnnn2C1c1cccs1 (stereo not drawn)
→ i	?	1%	i	-2%	-15	-3.3	5
Cc1cc(C)cc(N(CC(=O)NC2CCCCC2)C(=O)CNC(=O)c2ccco2)c1
→ i	2%	13%	-22%	-2%	-29	-2.6	3
COc1cc(C(=O)Nc2nnc(CC(C)(C)C)s2)c([N+](=O)[O-])cc1OC
→ i	-9%	-7%	-45%	1%	1	-0.4	-21
O=C(NCCc1ccc(Cl)cc1)c1n[nH]c2ccccc12
→ i	0%	-2%	i	-1%	0	-1.0	0
CN(C)/C=C1\SC(=S)N(c2ccc(Br)cc2)C1=O
→ i	7%	-2%	-68%[inhibitor]	-5%	0	-1.6	6
CCn1cc(CN2CCN(Cc3ccccc3)C(CCO)C2)c2ccccc21 (stereo not drawn)
→ i	13%	3%	i	1%	-22	3.7	-11
O=C(NC1CC1)C1CC(=O)N(c2ccc(F)cc2)C1 (stereo not drawn)
→ i	1%	13%	i	2%	1	-0.6	-7
C#CCOCCOCCOCCNc1nc(N2CCN(C(=O)[C@H](C)n3cc(CCCN=C(N)N)nn3)CC2)nc(N2CCN(C(=O)[C@H](C)n3cc(CCCN=C(N)N)nn3)CC2)n1
→ i	35%	2%	-13%	3%	-11	-3.4	-6
COc1ccc(CCN(C)C2CCCN(S(=O)(=O)c3ccc(C)cc3)C2)cc1OC (stereo not drawn)
→ i	-2%	-1%	-8%	1%	-13	-3.6	-7
Cc1ccccc1NC(=O)NC1CCCc2ccccc21 (stereo not drawn)
→ i	4%	6%	-21%	1%	-1	0.4	8
O=C(COc1ccc(S(=O)(=O)N2CCOCC2)cc1Cl)NCC1CCCO1 (stereo not drawn)
→ i	6%	6%	7%	-1%	-4	0.2	-2
COc1cccc(NC(=O)Nc2cc(C(=O)NC(C)C)ccc2N2CC3CC(C2)c2cccc(=O)n2C3)c1 (stereo not drawn)
→ i	-7%	7%	-7%	3%	2	0.3	8
CCOC(=O)c1c(-c2ccccc2)oc2ccc(OCC(=O)NNC(=O)CCCC(=O)O)cc12
→ i	-15%	-1%	i	-3%	1	0.8	0
O=C(N/N=C/c1ccncc1)c1cc(Br)ccc1OCc1ccccc1
→ i	0%	-3%	-5%	-1%	6	-1.1	4
Clc1ccccc1-c1cc(COc2ccc3ccccc3c2)no1
→ i	-1%	3%	i	-1%	-1	0.6	-1
O=C(CSc1nnc(CNC(=O)c2ccccc2)o1)c1ccc(Cl)cc1
→ i	-3%	7%	-26%	0%	3	-2.4	18
CNc1ccncc1S(=O)(=O)NC
→ i	4%	-7%	i	1%	2	0.6	-3
CCCCCCCCSc1nnc2[nH]c(=O)cc(N)n12
→ i	-16%	1%	i	-1%	-6	1.9	11
COc1ccc(-c2csc(NC(=O)[C@H](C)N3C(=O)C4CC=CCC4C3=O)n2)cc1OC (stereo partly drawn)
→ i	-4%	7%	-32%	-2%	5	-4.1	23
CCOC(=O)[C@@H]1[C@H]2COc3cc(OC)ccc3[C@@H]2N2C(=O)N(c3ccc(Cl)cc3)C(=O)[C@]12C
→ i	-3%	14%	-18%	nt	34*	0.2	-25
CCCN1CCN(C(=O)C(C)n2nc(C)c3sc4ccccc4c3c2=O)CC1 (stereo not drawn)
→ i	-3%	-7%	i	0%	5	-1.9	17
COc1ccc(OC)c(NC(=O)Cc2coc3ccc4ccccc4c23)c1
→ i	3%	11%	-36%	1%	2	-3.5	4
Cc1cc(C(=O)COc2ccc(Cl)cc2Br)c(C)n1C
→ i	?	14%	-57%[inhibitor]	1%	7	0.3	2
O=[N+]([O-])c1ccc(COc2ccccc2CN2CCOCC2)cc1
→ i	-5%	11%	-11%	nt	-33	-4.6	-24

Additional results
The line under a structure holds: pAkt inh	EPAC2 antag	EPAC2 agonist	PTHR1 agonist	MmCpn inh	D3 ag	CCT chaperon mod	D3 antag
COc1cc(OC)cc(-c2nc3cc(C)ccc3o2)c1
→ i	6%[57.1 µM]	5%	i	0%	-1	-3.0	37
CN1CCN(C(=O)c2ccc(Cl)c(S(=O)(=O)N3CCCCC3)c2)CC1
→ nt	0%	-1%	0%[57.5 µM]	1%	5	-2.0	25
C=CCNC(=O)C1CC(=O)N(c2ccc(Br)cc2)C1 (stereo not drawn)
→ i	5%	0%	i	1%	1	-9.3	?
Cc1ccc(NS(=O)(=O)c2ccc3[nH]c(=O)c(=O)[nH]c3c2)cc1Cl
→ i	-2%	8%	i	4%	3	2.2	-15
COc1ccccc1CN1C2CCCC1CC(NC(=O)/C=C/c1ccccc1)C2 (stereo not drawn)
→ i	1%	1%	i	3%	-16	-1.8	-65*
Cc1cc(C(=O)NNC(=O)c2ccc(S(=O)(=O)N(C)C)cc2)c(C)o1
→ i	-18%	-1%	i	1%	7	2.8	4
CC1CC(C)CN(CC(=O)c2cccs2)C1 (stereo not drawn)
→ i	1%	9%	i	-2%	-5	-1.0	3
CCN(CC)CCCNC(=O)C(C)n1nc(C)c2sc3ccccc3c2c1=O (stereo not drawn)
→ i	0%	3%	i	-4%	1	-1.5	-15
O=C(c1cnc(N2CCN(c3ncccn3)CC2)c2ccccc12)N1CCN(c2ccccn2)CC1
→ i	-2%	12%	-31%[57.5 µM]	1%	8	-1.0	17

Bioassay records: PubChem, National Center for Advancing Translational Sciences (NCATS)
